TcdB GH inh: TcdB glycohydrolase inhibition; inhibition, % at 9.99 µM; hit rate 0.24% among 350,000; TcdB glycohydrolase enzymatic assay, plate reader; P18177; AID 652162; in the data active means inhibition above about 10%
Yp Topo-I inh: blocks Yersinia pestis topoisomerase I activity; activity, % at 10 µM; AID 504884; Y. pestis Topo-I cleavage product accumulation, plate reader; hit rate 0.064% among 360,000; in the data active means activity above about 50%, passing the limit was not always enough; inconclusive means no clear call, values can overlap the other calls; further: inactives centre near 2
Mtb BioA inh: blocks M. tuberculosis BioA enzyme activity | purified M. tuberculosis BioA enzyme, plate reader | inhibition, % at 9.99 µM | hit rate 0.096% among 360,000; in the data active means inhibition above about 40%; inconclusive means no clear call, values can overlap the other calls
GDH-TPI inh: counter-screen for M. tuberculosis FBA inhibitors: GDH-TPI coupled enzymes. GDH-TPI coupled enzyme counterscreen, NADH absorbance. inhibition, % at 4.8 µM. hit rate 1.2% among 360,000. AID 588335; in the data active means inhibition above about 30%;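 further: 0% = DMSO wells and 100% = wells lacking the enzyme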
PfHsp40 yeast: compounds rescuing yeast from Plasmodium falciparum HSP40 toxicity; S. cerevisiae expressing PfHsp40, growth rescue, ATP luminescence; hit rate 0.68% among 340,000; growth rescue, % at 12.5 µM; in the data active means growth rescue above about 28%, passing the limit was not always enough; inconclusive means no clear call, values can overlap the other calls;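 further: yeast W303a lacking pdr1 and pdr3 grown in galactose medium; growth measured after three days at 30 °C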
BH1578 lux ind: quorum light induction in luxS cqsA deficient V. cholerae; V. cholerae BH1578 lux reporter, luminescence, 6 h; activation, % at 18.7 µM; hit rate 0.16% among 350,000; in the data active means activation mostly above about 9.7%, no sharp cut-off; inconclusive means no clear call, values can overlap the other calls; inactive means mostly below about 3.7%; further: not every result past the cut was called active; inactives centre near 0; reference of the scale not given here
Mtb UGM inh: blocks M. tuberculosis UGM enzyme | P9WIQ1 | purified UGM, fluorescence polarization probe displacement | inhibition, % at 10 µM | hit rate 0.06% among 320,000 | AID 504406; in the data active means inhibition above about 10%, passing the limit was not always enough; inconclusive means no clear call, values can overlap the other calls
FadD28 binding: M. tuberculosis FadD28 bisubstrate binding inhibition | FadD28 bisubstrate probe binding, fluorescence polarization | hit rate 0.22% among 360,000 | inhibition, % at 12.5 µM | AID 588549; in the data active means inhibition above about 8.5%, passing the limit was not always enough; inconclusive means no clear call, values can overlap the other calls
FBA Mtb inh: inhibits M. tuberculosis FBA enzyme; P9WQA3; hit rate 2.3% among 360,000; AID 588726; purified M. tuberculosis FBA, fluorescence read-out; inhibition, % at 1 µM; in the data active means inhibition above about 27%;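 further: 0% = vehicle and 100% = reference inhibitor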
* marks the source's active call; other numbers are inactive results; i = inactive; ? = inconclusive; / = no result given.

smiles | PfHsp40 yeast | TcdB GH inh | Mtb BioA inh | Mtb UGM inh | BH1578 lux ind | Yp Topo-I inh | GDH-TPI inh | FBA Mtb inh | FadD28 binding
COc1ccccc1NC(=S)Nc1cccc(F)c1 | -0.2 | / | 0.9 | -3.4 | 5.3 | -5 | 5 | -4 | -4.5
CCc1ccc(OCC(=O)N(C)CCC#N)c(Br)c1 | -0.8 | / | / | -2.7 | 0.9 | -2 | 18 | 2 | -1.3
COc1ccc(CNC(=O)C2CCN(S(=O)(=O)c3c(C)noc3/C=C/N(C)C)CC2)cc1 | 2.4 | / | -2.7 | 3.3 | 1.9 | -7 | 45* | 9 | 2.5
O=C(NC1CCCC1)C(c1ccncc1)N(Cc1ccccc1)C(=O)Cc1cccs1 (stereo not drawn) | -0.8 | / | -0.2 | -2.1 | i | 6 | 2 | 2 | 2.1
Nc1ccccc1C(=O)NCc1ccc(Cl)cc1 | -0.6 | / | 0.2 | -1.1 | 0.3 | 6 | 11 | 49* | 0.3
Cc1cc(C)c(S(=O)(=O)N2CCOC23CCN(S(C)(=O)=O)CC3)c(C)c1 | / | 6.5 | 0.1 | / | -0.1 | 13 | 3 | -2 | -5.3
COc1ccc(S(=O)(=O)N2CCN(C(=O)COc3ccc(C)c(C)c3)CC2)cc1OC | -0.8 | 1.4 | -0.2 | -2.2 | / | 27 | 4 | 0 | -1.2
Cc1nn(C)cc1S(=O)(=O)N1CCN(c2cccc(Cl)c2)CC1 | 0.0 | 0.5 | -1.7 | -1.6 | -0.1 | 6 | -10 | 3 | -0.8
Cc1cc(Br)cn2c(Cc3cccc(F)c3)c(C3CCCCC3)nc12 | / | 0.9 | -1.7 | / | / | / | / | -2 | -5.2
COc1ccccc1-c1cc(C(F)(F)F)nc(S(=O)(=O)CCCC(=O)N2CCCCC2C)n1 (stereo not drawn) | 2.7 | / | 5.2 | 2.2 | i | 11 | 10 | 3 | -7.3
Cc1cscn1 | 0.6 | -1.3 | 0.3 | 0.1 | -0.4 | 4 | 7 | 3 | -0.2
Cc1ccc(N2CCN(C(=O)C3CCC(=O)N(Cc4ccc(Cl)cc4)C3)CC2)c(C)c1 (stereo not drawn) | 2.4 | -1.3 | 2.3 | 2.6 | i | 44 | 1 | 0 | -0.7
COc1ccc(CCCNC(=O)C2(C)Cc3c(-c4ccc(NC(C)=O)cc4)ccnc3O2)cc1 (stereo not drawn) | / | 0.4 | -1.6 | / | i | 17 | 11 | 2 | -4.8
Cc1cccc(C)c1NC(=O)COC(=O)COc1ccc2c(C)cc(=O)oc2c1 | -0.8 | 0.2 | -2.0 | 2.9 | -0.3 | -6 | 13 | 24 | -2.3
Cc1cc(C)n(Cc2cccc(C(=O)N/N=C/c3cccnc3)c2)n1 | -0.3 | -0.5 | 12 | / | i | -9 | 3 | 2 | -1.7
COc1ccccc1NC(=O)C(C)OC(=O)c1cc2ccccc2[nH]1 (stereo not drawn) | 0.5 | 0.8 | -0.6 | -4.1 | 5.0 | 6 | 2 | 3 | -3.5
COc1ccc(S(=O)(=O)N2CCCCCC2)cc1NC(=O)CC1OC(=O)c2ccccc21 (stereo not drawn) | -1.0 | -1.1 | / | 1.0 | -0.7 | -4 | 2 | 3 | -0.3
Cc1cc(C)n(CC(=O)n2c3c(c4ccccc42)CCCC3)n1 | 0.7 | / | -1.1 | 0.3 | i | 7 | 3 | 3 | 0.8
COc1ccccc1/C=C/C=N/n1c(-c2cc(-c3ccccc3)n[nH]2)n[nH]c1=S | -2.2 | 7.2 | -1.7 | 1.0 | -0.4 | 20 | 1 | 1 | -5.0
CC(=O)c1c(C)[nH]c(C(=O)OCC(=O)Nc2cccc(S(=O)(=O)N3CCCC3)c2)c1C | -0.1 | / | / | 2.9 | i | 1 | -2 | 2 | -2.4
Cc1cccc(C(=O)OCC(=O)Nc2ccccc2C(=O)NC2CC2)c1 | 0.5 | 1.0 | / | -2.6 | i | -9 | 9 | 1 | -1.7
Cc1noc(C)c1CSc1nnc(-c2ccccc2F)n1CCc1ccccc1 | 0.0 | / | 4.6 | 3.1 | i | 24 | -1 | 3 | -4.6
S=C(NCc1ccccc1)NCc1ccco1 | -0.8 | 1.5 | 0.6 | -3.4 | -0.4 | -3 | 13 | 2 | -1.8
COC(=O)C1=C(C)NC(=O)NC1c1ccc([N+](=O)[O-])o1 (stereo not drawn) | -0.1 | -0.2 | 1.1 | 6.5 | 1.6 | 3 | 2 | -4 | -3.9

Pulled by compound from above (5):
smiles | PfHsp40 yeast | TcdB GH inh | Mtb BioA inh | Mtb UGM inh | BH1578 lux ind | Yp Topo-I inh | GDH-TPI inh | FBA Mtb inh | FadD28 binding
Cc1cccc(C)c1NC(=O)COC(=O)COc1ccc2c(C)cc(=O)oc2c1 | -0.8 | 0.2 | -2.0 | 2.9 | -0.3 | -6 | 13 | 24 | -2.3
CC(=O)c1c(C)[nH]c(C(=O)OCC(=O)Nc2cccc(S(=O)(=O)N3CCCC3)c2)c1C | -0.1 | / | / | 2.9 | i | 1 | -2 | 2 | -2.4
Cc1cccc(C(=O)OCC(=O)Nc2ccccc2C(=O)NC2CC2)c1 | 0.5 | 1.0 | / | -2.6 | i | -9 | 9 | 1 | -1.7
S=C(NCc1ccccc1)NCc1ccco1 | -0.8 | 1.5 | 0.6 | -3.4 | -0.4 | -3 | 13 | 2 | -1.8
COc1ccc(S(=O)(=O)N2CCCCCC2)cc1NC(=O)CC1OC(=O)c2ccccc21 (stereo not drawn) | -1.0 | -1.1 | / | 1.0 | -0.7 | -4 | 2 | 3 | -0.3

Later entries.
smiles | PfHsp40 yeast | TcdB GH inh | Mtb BioA inh | Mtb UGM inh | BH1578 lux ind | Yp Topo-I inh | GDH-TPI inh | FBA Mtb inh | FadD28 binding
Cc1cc(C)c2c(CN3CCN(Cc4ccccc4)CC3)cc(=O)oc2c1 | -0.1 | 0.1 | -0.6 | 1.7 | i | 6 | -2 | -1 | -3.4
CCOC(=O)c1c(NC(=O)CN(C)C)sc(C(=O)N(CC)CC)c1C | -0.4 | / | 2.5 | -0.3 | -7.7 | 2 | 2 | 0 | -4.5
O=C(NCc1cccc(Cl)c1)c1ccc2c(c1)OCO2 | 0.5 | / | / | -2.7 | i | 4 | -6 | 2 | -2.7
CCn1c(CC(=O)Nc2ccccc2F)nnc1SCC(=O)N1CCOCC1 | -0.2 | 1.6 | -1.2 | 0.5 | i | -7 | 7 | -1 | -2.5
Cc1cc(C)cc(NC(=O)COC(=O)c2cccc(S(=O)(=O)N3CCCCC3)c2)c1 | 2.0 | -0.4 | -2.1 | -2.8 | i | 9 | 4 | 1 | -1.4
CCc1ccc(OCC(O)CNC(C)(C)C)cc1 (stereo not drawn) | 0.2 | 0.1 | -0.5 | 1.9 | i | 7 | 0 | 0 | -2.9
CC(=O)c1ccc(-c2c(C)cc3oc(=O)cc(-c4ccccc4)c3c2C)cc1 | 17 | 0.9 | 2.9 | / | i | 44 | 7 | -2 | -3.8
COc1cccc(C2CC(c3c(-c4ccccc4)c4cc(Cl)ccc4[nH]c3=O)=NN2S(C)(=O)=O)c1OC (stereo not drawn) | -1.0 | / | -1.8 | 1.9 | i | 8 | 16 | 3 | -5.8
O=C(COC(=O)c1cccnc1Cl)NCCc1ccccc1 | 1.8 | -1.1 | -0.2 | -2.4 | i | 3 | -2 | 1 | -4.1
COc1ccc(CCC(=O)OCC(=O)c2ccc(C)cc2)cc1 | 1.3 | / | / | -3.1 | i | 24 | -4 | 1 | 0.7
CN1CCCC(C(=O)c2ccc(-c3ccccc3)cc2)C1 (stereo not drawn) | 1.6 | 0.1 | 0.2 | 0.5 | -0.4 | 5 | 12 | 1 | ?
COc1ccc(S(=O)(=O)N2CCCC(C(=O)Nc3cccc(C(C)=O)c3)C2)cc1 (stereo not drawn) | 1.2 | / | -0.2 | 1.7 | 0.7 | 14 | 1 | 2 | -1.5
CCC(C(=O)NC1CCCCCC1)n1nc(C)c2c(C)n(-c3ccccc3)nc2c1=O (stereo not drawn) | -0.3 | 1.4 | 11 | 3.2 | -0.2 | 0 | 2 | 3 | 0.8
CN(Cc1cnn(C)c1)C(=O)C1CCC(=O)N(Cc2cccc(C(F)(F)F)c2)C1 (stereo not drawn) | 0.2 | 2.1 | 1.0 | -1.6 | i | 0 | 2 | -1 | -0.1
CC1(C)NC(=O)N(CC(O)COc2cc3ccccc3cc2C(=O)N2CCCCC2)C1=O (stereo not drawn) | -1.1 | / | / | 1.3 | i | 20 | 1 | 3 | -0.9
O=S(=O)(NCc1ccc(Cl)cc1)NCc1ccc(Cl)cc1 | 0.7 | 1.9 | -0.6 | 0.5 | 0.7 | 9 | 1 | 1 | -1.1
Cc1cccc(C)c1NC(=O)Cn1nc(-c2ccc(Cl)s2)ccc1=O | -0.9 | 2.2 | / | -2.9 | i | 0 | 21 | 4 | -2.1
CCOC(=O)C1=C(C)NC(=O)CC1c1cc2c(cc1Br)OCO2 (stereo not drawn) | -0.7 | / | -2.2 | -0.6 | i | 4 | -13 | 1 | -3.7
COc1cccc(/C(C)=N/NC(=O)Cc2c(C)[nH][nH]c2=O)c1 | 2.5 | -3.7 | / | 2.5 | 1.1 | -2 | 6 | 3 | -2.3
COc1cccc(NC(=O)N2CCC(NC(=O)C(Cc3ccccc3F)NC(C)=O)CC2)c1 (stereo not drawn) | 7.8 | 0.7 | -0.3 | 1.2 | -3.3 | 11 | 10 | -2 | -3.5
COC(=O)CSc1cc(C)nc(NC(C)=O)n1 | 1.4 | / | -4.0 | -1.0 | -0.3 | -5 | -5 | -1 | -0.1
CCCc1nc2oc3c(NCCN4CCOCC4)ncnc3c2c2c1CCCC2 | -0.6 | / | -0.7 | -0.1 | i | 5 | -2 | 4 | -2.3
Nc1cnn(C2CCCO2)c(=O)n1 (stereo not drawn) | 0.3 | / | -2.1 | -1.3 | -0.4 | -4 | -2 | 0 | -2.3
CC(C)(C)OC(=O)[C@H](NC(=O)OCc1ccccc1)c1ccccc1 | 5.8 | 0.6 | 1.0 | 0.1 | i | 49 | 8 | 0 | -4.9
O=C1C[C@@H]2CCN3C(=O)CCC[C@@H]([C@H]23)[C@@H]1Cc1ccccc1 | -2.1 | 1.5 | -1.6 | / | i | -7 | -7 | 0 | -1.4
COc1cc2c(C(=O)N3CCN(c4ccccc4)CC3)c(C)oc2cc1Br | 0.6 | / | / | -1.2 | i | 7 | 4 | 0 | -3.3
CCOC(=O)c1ccc(-n2c(=S)sc3c(=O)[nH]c(C)nc32)cc1 | -0.5 | / | -1.1 | 0.7 | -0.2 | -3 | 25 | -5 | -1.4
CCN(CC)S(=O)(=O)c1cc(NC(=O)CSCc2c(C)noc2C)ccc1C | 0.7 | -0.5 | 2.5 | -0.8 | i | 6 | 2 | -4 | -2.7
COc1ccc2oc(=O)c(C(=O)NCCc3ccc(OC)c(OC)c3)cc2c1 | -1.1 | 0.9 | -1.1 | -1.1 | -1.0 | 32 | 17 | 1 | -1.6
O=C(CCl)Nc1ccc(S(=O)(=O)NC2=NCCCCC2)cc1 | 0.4 | -3.5 | 0.2 | 1.3 | i | -1 | 8 | 0 | 0.4
COc1ccc(OCC(=O)N/N=C/c2cccc3cccnc23)cc1 | 0.1 | 3.1 | 0.7 | 3.1 | 0.7 | 19 | 10 | 2 | -0.9
O=C(COc1ncnc2ccccc12)NC1CCCCC1 | -2.0 | -0.4 | -2.1 | -0.7 | i | -5 | 0 | 5 | 0.2
Cc1cc(N(C)C)c(C#N)c(N2CCOCC2)n1 | -0.1 | / | 0.7 | 3.5 | 0.5 | 1 | 14 | 4 | 0.6
Cc1nn(C)c(C(=O)N/N=C/c2cccc(Oc3ccccc3)c2)c1Br | 8.8 | 6.5 | 6.1 | 3.0 | -0.3 | 9 | 5 | -2 | -5.3
